Screens deposited in PubChem by The Scripps Research Institute Molecular Screening Center.
M1 ag – activates human CHRM1 receptor; actives 0.33% (n = 360,000); CHO-K1 hM1, Fluo-8 calcium fluorescence, agonist mode; 0% DMSO, 100% acetylcholine EC100; activation, % at 3 µM; AID 588814;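 active means activation above the run's mean compound activation plus 3 SD, cut at about 16% in these data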;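 further: peak over basal fluorescence ratio within a 140 s kinetic read after compound addition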
CHO parental Ca – counter-screen for OX1R antagonists: effect in parental CHO cells | parental CHO-K1, ATP-induced calcium, Fluo-8 fluorescence | inhibition, % at 5.6 µM | actives 0.63% (n = 330,000) | AID 463079;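 active means inhibition above that plate's mean sample inhibition plus 3 SD, cut at about 26% in these data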;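 further: 0% = ATP-challenged DMSO wells and 100% = DMSO wells without ATP; some compounds past the cut are filed as inactive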
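Material: parental CHO cells / Compound: single nominal dose of 5.6 µM per compound / Signal: Fluo-8 fluorescence / Replicates: singlicate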
M1 ag parental – M1 agonist counterscreen hit in parental CHO-K1 cells | Fluo-8 calcium fluorescence; scaled to maximal ATP response, vehicle zero | activation, % at 3 µM | actives 0.48% (n = 360,000) | AID 602248; in the data active means activation above about 15%;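 further: untransfected CHO-K1 host cells lacking M1 receptor as counterscreen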
CHO-K1 Ca antag – nonselective inhibitor or artifact in parental CHO-K1 cells. ATP-induced calcium, Fluo-8 fluorescence. inhibition, % at 3 µM. actives 0.6% (n = 360,000);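 active means inhibition above a per-plate cutoff, the plate's mean sample inhibition plus 3 SD, cut at about 24% in these data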;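 further: 0% = DMSO plus EC80 ATP and 100% = DMSO alone without ATP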
TAAR1 antagonist – antagonists of human TAAR1. CHO RD-HGA16 TAAR1, Fluo-8 calcium fluorescence, antagonist. Q96RJ0. actives 1.5% (n = 360,000). inhibition, % at 3 µM. AID 624466;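 active means inhibition above a per-plate cutoff, the mean inhibition of test compounds on that plate plus 3 SD, cut at about 49% in these data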;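 further: 0% = DMSO plus EC80 beta-PEA response and 100% = DMSO alone without agonist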
Target sequence (Q96RJ0 whole entry, looked up): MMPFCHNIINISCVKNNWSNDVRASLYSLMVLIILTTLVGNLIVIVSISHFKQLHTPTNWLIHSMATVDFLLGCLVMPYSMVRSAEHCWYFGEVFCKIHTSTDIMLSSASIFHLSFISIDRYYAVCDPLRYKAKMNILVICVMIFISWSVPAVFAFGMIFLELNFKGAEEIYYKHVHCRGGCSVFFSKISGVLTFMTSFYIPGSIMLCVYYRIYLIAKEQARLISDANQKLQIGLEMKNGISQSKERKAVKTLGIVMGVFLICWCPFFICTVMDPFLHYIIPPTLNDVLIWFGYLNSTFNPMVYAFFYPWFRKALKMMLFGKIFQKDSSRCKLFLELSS
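Test system: hTAAR1-expressing CHO RD-HGA16 cells, Gα16-coupled; Probe or stimulus: EC80 β-phenethylamine stimulus; Compound dosing: single nominal final test compound concentration of 3 µM; Timing: 140 s kinetic read after compound, 140 s after agonist; Signal: Fluo-8 calcium-sensitive fluorescence; Measure: % inhibition of agonist calcium response; Controls: DMSO and EC80 PEA controls.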
CHRM1 antagonist – blocks human M1 muscarinic receptor; inhibition, % at 3 µM; P11229; CHO-K1 hM1, Fluo-8 calcium fluorescence, ACh EC80 antagonist; actives 1.3% (n = 360,000); AID 588852;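 active means percent inhibition above its own plate's cutoff, namely the mean of that plate's compound wells plus 3 SD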;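 further: peak over basal fluorescence ratio during 140 s after agonist addition; 0% = ACh EC80 plus DMSO and 100% = DMSO alone without agonist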
TAAR1 agonist – human TAAR1 agonism. Q96RJ0. activation, % at 3 µM. CHO RD-HGA16 TAAR1, Fluo-8 calcium fluorescence; vehicle wells 0%, saturating PEA agonist 100%. actives 0.99% (n = 360,000);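 active means activation above the mean activation of all test compounds in the run plus 3 SD, cut at about 38% in these data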
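Signal – calcium-sensitive Fluo-8 signal, excitation 470-495, emission 515-575 nm · System – RD-HGA16 (CHO) cells co-expressing Gα16 and hTAAR1 · Incubation – 17-24 h seeding, 75 min 37 °C dye, 30 min RT · Compound dosing – 3 µM single concentration · Repeats – no replicates (n 1)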
M1 PAM parental – M1 PAM counterscreen hit in parental CHO-K1 cells. ATP EC20, Fluo-8 calcium fluorescence; 0% at ATP EC20, 100% at ATP max. actives 0.02% (n = 360,000). activation, % at 3 µM. AID 602247;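 active means activation above the run cutoff, the mean activation of all test compounds plus 3 SD, cut at about 40% in these data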;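 further: peak over basal fluorescence ratio in a 140 s read after ATP addition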
OXTR potentiate – human OXTR potentiation; actives 0.061% (n = 320,000); activation, % at 3 µM; P30559; AID 2445; CHO-OTR cells, Fluo-8 calcium fluorescence, potentiator mode; 0% = oxytocin EC15, 100% = EC100;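 active means activation above that plate's cutoff, the mean activation of tested compounds plus 3 SD, cut at about 6.6% in these data, passing the limit was not always enough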;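 further: 100% uses oxytocin at 75 nM as the full agonist control; some results filed as inactive read as strong as hits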
Target sequence (P30559 whole entry, looked up): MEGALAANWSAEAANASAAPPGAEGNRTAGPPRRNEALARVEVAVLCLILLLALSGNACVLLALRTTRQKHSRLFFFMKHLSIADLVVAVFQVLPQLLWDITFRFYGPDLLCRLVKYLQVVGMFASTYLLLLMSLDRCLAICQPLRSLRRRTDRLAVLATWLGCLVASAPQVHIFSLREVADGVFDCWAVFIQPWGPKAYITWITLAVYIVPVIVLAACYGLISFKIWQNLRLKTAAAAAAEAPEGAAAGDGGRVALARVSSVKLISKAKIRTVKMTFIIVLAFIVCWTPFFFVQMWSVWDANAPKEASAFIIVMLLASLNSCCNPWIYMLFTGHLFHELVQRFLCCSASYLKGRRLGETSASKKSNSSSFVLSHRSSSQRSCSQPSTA
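Material: human OTR in CHO cells. Compound: 3.0 µM, one dose. Timing: compound 6 min at room temperature before oxytocin, 100 s read. Evaluation: % activation of max/min ratio relative to oxytocin controls. Replication: single well per compound, singlicate. Signal: Fluo-8 calcium dye fluorescence.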
* = called active by the depositor; nt = not tested or not shown. Hits appear at their usual frequency. Share with any hit: about 4.2%.

SMILES	M1 ag	CHO parental Ca	M1 ag parental	CHO-K1 Ca antag	TAAR1 antagonist	CHRM1 antagonist	TAAR1 agonist	M1 PAM parental	OXTR potentiate
COc1ccc(S(=O)(=O)N2c3ccccc3OCC2C)cc1 (stereo not given)	-13	-17	0.0	-4	-17	-2	0	6	-9
C[C@@H](c1ccccc1)N1C[C@H](COCc2ccccc2)Oc2cc(N3CCC[C@@H]3CO)ccc2S1(=O)=O	nt	nt	1.4	-25	-17	nt	0	21	nt
Cc1nn(CC(=O)NCCN2CCOCC2)c(=O)c2cc3sccc3n12	1	-3	6.9	1	0	0	3	10	-2
CC(=O)N1CCOCCOCCN(C(C)=O)CCOCC1	-3	-5	1.4	-15	-5	-9	0	30	-7
CC(=O)c1c(C)n(C)c2ccc(OC(=O)c3ccc([N+](=O)[O-])cc3)cc12	-5	-1	0.8	-8	-13	-5	11	29	-9
CC1(C(=O)NS(=O)(=O)c2ccccc2C(F)(F)F)CCN1C(=O)C1CCCCC1 (stereo not given)	1	nt	0.5	-7	-14	-18	1	15	nt
Cc1cc(=O)oc2cc(OCC(=O)NCCN3CCOCC3)ccc12	-3	-7	1.0	-12	-33	-10	1	16	-4
COc1cc(OC)c(OC)cc1CNC(=O)c1cc(=O)[nH]c2ccccc12	-2	-5	0.9	-19	4	-16	1	15	-8
CC(C)CC(NC(N)=O)C(=O)Nc1ccc(Cl)c(Cl)c1 (stereo not given)	-2	-22	1.9	-15	18	-5	1	17	-14
N#CC1(c2ccccc2)CCCN1C(=O)c1ccccc1Br (stereo not given)	-3	-16	0.9	-14	-8	-7	2	10	-12
N#Cc1nc(-c2ccco2)oc1NCc1ccc(F)cc1	-5	13	0.1	3	16	-6	6	3	-10
CCOc1ccc(C(=O)NC2CCN(CC(=O)NCc3cccs3)CC2)cc1	-5	-12	0.2	-4	-7	-1	-1	-2	-16
C/C(=N\NC(=O)c1c(C)nc2ccccn12)c1ccc(C(C)(C)C)cc1	-3	-19	0.7	-14	5	-10	16	-2	-3
COC(=O)Cn1c(=NC(=O)c2ccc(Cl)s2)sc2cc(C)ccc21	-7	-17	-0.1	-2	7	-2	5	15	-3
CCn1c(SCC(N)=O)nc2sc3c(c2c1=O)CCN(C)C3	-6	-7	1.7	-7	-23	-21	3	-13	-8
Fc1cccc(Cn2ccc(-c3ccc4c(c3)OCO4)n2)c1	-3	1	-0.3	-1	-2	-3	10	-2	0
COc1cc(CN2CCSCC2)c([N+](=O)[O-])cc1OC	-4	-1	0.8	-16	-13	-13	1	24	1
CC(=O)N(C)c1ccc(NCc2cc(=O)oc3cc(C)c(O)cc23)cc1	-6	2	1.0	-13	0	1	1	18	-16
N#Cc1c(NC(=O)CN2CCN(C(=O)c3ccco3)CC2)sc2c1CCCCC2	4	-10	8.3	-4	-4	-31	1	-13	-12
CCCCc1c(C)nn(-c2nnc3c4ccccc4n(C)c3n2)c1C	-1	-20	-0.1	4	-8	1	13	20	-13
COCCNC(=S)N/N=C/c1ccc(N2CCOCC2)cc1	-6	-8	1.0	12	-5	3	2	-3	-12
COc1cc(/C=N/NC(=O)c2cccs2)ccc1O	-1	-8	0.0	-5	-9	-3	0	6	0
CCOC(=O)[C@H]1[C@H]2COc3ccc(Cl)cc3[C@@H]2N2C(=O)CN(CC3CCCO3)C(=O)[C@@]12C (stereo not given in full)	-4	-12	0.3	-3	3	1	4	-1	-2
O=C1CNC(=O)N1CC(O)Cn1c2ccccc2c2ccccc21 (stereo not given)	-5	1	0.8	-8	-5	-3	11	23	-5
Cc1cc(OCC(=O)NCCO)cc(C)c1Cl	-1	0	0.7	-2	12	-23	7	14	-7
Cn1c(CN2CCOCC2)nnc1SCC(=O)NCCc1ccccc1	-5	7	-0.2	14	-13	2	9	-4	-1
COc1cc(C(=O)N/N=C2\CCS(=O)(=O)c3ccc(F)cc32)cc(OC)c1OC	-5	-14	0.7	1	11	-5	2	11	-4
CCOc1ccccc1NC(=O)C1CCCC1	-3	nt	-0.4	-4	-22	-15	2	11	nt
Cc1ccc(NC(=O)COC(=O)CCC(=O)c2ccc(C(C)(C)C)cc2)c([N+](=O)[O-])c1	-5	-14	-0.2	0	6	8	1	-6	-14
COc1ccc(C)cc1NC(=O)C(OC(=O)C1CC1)c1ccccc1 (stereo not given)	-4	-23	-0.3	-3	-30	-3	7	-2	-7
CN(NC(=O)C1CC(=O)N(c2ccccc2)C1)C1=NS(=O)(=O)c2ccccc21 (stereo not given)	-2	-5	-0.3	-12	-3	-6	9	15	-6
Cc1ccc(-c2nn(CCC(=O)O)cc2CCC(=O)O)cc1	-1	-12	0.0	-5	14	3	4	8	-5
Cc1ccnc(SC2CC(=O)N(c3ccc([N+](=O)[O-])cc3)C2=O)n1 (stereo not given)	-3	-1	0.3	6	-13	-10	0	5	-2
CCN(CC)CCCN1C(=O)C(O)=C(C(=O)c2ccco2)C1c1ccc(C)o1 (stereo not given)	-3	0	-0.4	5	0	-25	14	5	-3
Cc1ccc(-c2nc(CSCC(=O)Nc3cc(C)on3)c(C)o2)cc1	1	-10	2.9	-5	-8	-6	0	23	-9
Cc1ccc(CCNC(=O)CN2C(=O)COc3ccc(S(=O)(=O)N4CCC(C)CC4)cc32)cc1	-2	-14	-0.9	5	-16	-14	0	7	-9

Four compounds from above, showing only M1 ag parental and CHRM1 antagonist.
smiles	M1 ag parental	CHRM1 antagonist
Cc1cc(OCC(=O)NCCO)cc(C)c1Cl	0.7	-23
Cn1c(CN2CCOCC2)nnc1SCC(=O)NCCc1ccccc1	-0.2	2
COc1cc(C(=O)N/N=C2\CCS(=O)(=O)c3ccc(F)cc32)cc(OC)c1OC	0.7	-5
CCOc1ccccc1NC(=O)C1CCCC1	-0.4	-15

Back to the main list; the five compounds before the break are reprinted first.
SMILES	M1 ag	CHO parental Ca	M1 ag parental	CHO-K1 Ca antag	TAAR1 antagonist	CHRM1 antagonist	TAAR1 agonist	M1 PAM parental	OXTR potentiate
Cc1ccc(-c2nn(CCC(=O)O)cc2CCC(=O)O)cc1	-1	-12	0.0	-5	14	3	4	8	-5
Cc1ccnc(SC2CC(=O)N(c3ccc([N+](=O)[O-])cc3)C2=O)n1 (stereo not given)	-3	-1	0.3	6	-13	-10	0	5	-2
CCN(CC)CCCN1C(=O)C(O)=C(C(=O)c2ccco2)C1c1ccc(C)o1 (stereo not given)	-3	0	-0.4	5	0	-25	14	5	-3
Cc1ccc(-c2nc(CSCC(=O)Nc3cc(C)on3)c(C)o2)cc1	1	-10	2.9	-5	-8	-6	0	23	-9
Cc1ccc(CCNC(=O)CN2C(=O)COc3ccc(S(=O)(=O)N4CCC(C)CC4)cc32)cc1	-2	-14	-0.9	5	-16	-14	0	7	-9
Cc1ccc(C2=CC(c3ccccc3)n3ncnc3N2)cc1 (stereo not given)	-8	-5	-0.9	-7	-13	-1	7	-3	-11
COc1ccc(CCNC(=O)CSc2nnc(CNC(=O)c3ccco3)o2)cc1OC	-1	-3	0.3	9	-1	-23	8	8	-2
Cc1cc(C)cc(NC(=O)Nc2ccc3ccccc3n2)c1	0	-7	0.2	5	4	-11	-1	-24	-8
O=C(NCC1CCN(Cc2ccc(F)cc2)CC1)Nc1cc(F)ccc1F	-7	-6	8.6	-13	-6	-9	3	15	-22
N=c1n(CCN2CCCC2)c2ccccc2n1CC(O)c1ccco1 (stereo not given)	-7	0	1.9	-2	5	-1	2	21	-5
Cc1ccc(Nc2nc(C(=O)N3CCC(C(=O)NC(C)C)CC3)cs2)cc1	3	1	1.6	-4	5	-5	6	-8	-10
CC1CCN(S(=O)(=O)c2ccc(NC(=O)CCNC(=O)c3ccc(Cl)cc3)cc2)CC1	-3	nt	0.2	-1	-4	6	2	-5	nt
Cc1sc2c(c1C)c(=O)n(-c1ccc(Cl)cc1)c(=O)n2Cc1cc(=O)n2ccccc2n1	-1	-7	0.9	-15	13	-16	1	26	-3
CCOc1ccccc1NS(=O)(=O)c1cc2c3c(c1)CC(=O)N3CCC2	-4	2	6.0	-14	-10	7	6	-2	-2
O=C(Oc1ccccc1F)c1ccc2c(=O)n3c(nc2c1)CCC3	2	-17	1.1	2	-10	5	3	-15	-12
O=C(NCC(=O)N1CCN(c2ccccn2)CC1)c1ccc(Br)o1	-4	3	1.2	-10	8	-12	0	20	-1
CC12CCC(C(=O)N(CC(O)CN3CCN(Cc4ccccc4)CC3)C1=O)C2(C)C (stereo not given)	-9	4	0.2	-3	-21	14	8	5	-6

Some values from the results shown.
OXTR potentiate result of Cc1sc2c(c1C)c(=O)n(-c1ccc(Cl)cc1)c(=O)n2Cc1cc(=O)n2ccccc2n1 is entered as -3
M1 ag parental result of Cc1ccc(C2=CC(c3ccccc3)n3ncnc3N2)cc1 (stereo not given) is entered as -0.9
TAAR1 agonist result of CC1CCN(S(=O)(=O)c2ccc(NC(=O)CCNC(=O)c3ccc(Cl)cc3)cc2)CC1 is entered as 2
M1 ag parental result of O=C(Oc1ccccc1F)c1ccc2c(=O)n3c(nc2c1)CCC3 is entered as 1.1
M1 ag parental result of COc1ccc(CCNC(=O)CSc2nnc(CNC(=O)c3ccco3)o2)cc1OC is entered as 0.3

Remaining list, next part:
SMILES	M1 ag	CHO parental Ca	M1 ag parental	CHO-K1 Ca antag	TAAR1 antagonist	CHRM1 antagonist	TAAR1 agonist	M1 PAM parental	OXTR potentiate
CSCCC(NC(=O)c1ccco1)C(=O)OCC(=O)N(Cc1ccccc1)C(C)(C)C (stereo not given)	-1	-14	1.1	-12	-12	-7	1	7	-7
COc1ccccc1C(=O)Nc1sc2c(c1C#N)CCC2	-1	-9	-0.3	1	nt	-2	nt	1	-3
CNC(=O)c1nc(C)n(-c2ccc(Cl)cc2Cl)n1	-4	-19	0.0	9	10	1	1	-9	-7
CCCCc1c(C)nc2c(OC)cccc2c1SCCC(=O)O	-4	-15	-0.4	11	-3	-11	0	-10	0
